Rpn11 inh: blocks the human proteasome subunit Rpn11 | actives 0.59% (n = 360,000) | O00487 | human 26S proteasome, Ub4-pepOG fluorescence polarization; 20S core pre-blocked with epoxomicin | calls only at 20 µM | AID 588493;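 active means inhibition at 20 µM, scaled to each plate's controls, above about 33%, limit read from the data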
Target sequence (O00487 whole entry, looked up): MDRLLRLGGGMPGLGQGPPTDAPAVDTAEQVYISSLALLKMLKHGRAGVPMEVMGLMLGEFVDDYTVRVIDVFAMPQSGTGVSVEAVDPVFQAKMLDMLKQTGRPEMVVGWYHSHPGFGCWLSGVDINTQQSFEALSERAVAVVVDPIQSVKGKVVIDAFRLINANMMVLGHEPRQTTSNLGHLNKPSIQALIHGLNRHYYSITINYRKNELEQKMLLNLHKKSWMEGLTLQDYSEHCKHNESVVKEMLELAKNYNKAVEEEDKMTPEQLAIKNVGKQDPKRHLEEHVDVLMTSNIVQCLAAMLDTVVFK
Scp-1 inhibitor: inhibitors of human Scp-1 phosphatase | Q9GZU7 | Recombinant Scp1, phosphopeptide, malachite green phosphate absorbance | inhibition, % at 20 µM | actives 0.88% (n = 340,000);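 active means inhibition above about 50% at 20 µM, limit read from the data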;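 further: plate controls were DMSO wells with enzyme for no effect and wells lacking enzyme for full effect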
Target sequence (Q9GZU7 76-261 limits assumed): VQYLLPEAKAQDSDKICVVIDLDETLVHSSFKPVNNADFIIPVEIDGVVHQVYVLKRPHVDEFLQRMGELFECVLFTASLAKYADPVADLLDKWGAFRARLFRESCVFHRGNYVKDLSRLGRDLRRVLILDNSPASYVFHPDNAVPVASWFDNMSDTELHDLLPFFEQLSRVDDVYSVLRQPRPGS
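Test system: SCP-1 catalytic domain; Buffer or medium: Acidic Tris acetate buffer with magnesium and detergent; Also added: Phosphorylated 17-residue peptide substrate; Compound: single 20 µM dose, 1% DMSO; Schedule: enzyme reaction 45 min at room temperature, colour 5 min, stabilisation 30 min; Signal: Phosphate-binding colour reagent, absorbance read at 630 nm.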
MT1-MMP act inh: MT1-MMP (human) activation inhibition. P50281. HT1080 RFP-PRO-GFP cells, GFP/RFP ratio fluorescence, overnight; percent of plate control window, DMSO zero. GFP/RFP ratio change, % at 20 µM. actives 0.061% (n = 360,000). AID 651647;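 active means GFP/RFP ratio change of at least 30% with cell ATP level not reduced by more than half and red fluorescence within 50% of control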; further: strong numbers were not always called active
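Read-out: GFP/RFP fluorescence ratio; Test system: RFP-PRO-GFP reporter HT1080 cells; Compound dosing: single-point 20 µM compound, 1% DMSO; Times: overnight compound exposure at 37 °C.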
STEP inh: STEP (human) phosphatase inhibition | P54829 | recombinant STEP, OMFP fluorogenic substrate, fluorescence | inhibition, % at 20 µM | actives 0.25% (n = 360,000);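 active means inhibition at 20 µM, scaled per plate between control wells, above about 37%, limit read from the data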;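 further: 0% = DMSO with enzyme and substrate and 100% = substrate only without enzyme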
Target sequence (P54829 whole entry, looked up): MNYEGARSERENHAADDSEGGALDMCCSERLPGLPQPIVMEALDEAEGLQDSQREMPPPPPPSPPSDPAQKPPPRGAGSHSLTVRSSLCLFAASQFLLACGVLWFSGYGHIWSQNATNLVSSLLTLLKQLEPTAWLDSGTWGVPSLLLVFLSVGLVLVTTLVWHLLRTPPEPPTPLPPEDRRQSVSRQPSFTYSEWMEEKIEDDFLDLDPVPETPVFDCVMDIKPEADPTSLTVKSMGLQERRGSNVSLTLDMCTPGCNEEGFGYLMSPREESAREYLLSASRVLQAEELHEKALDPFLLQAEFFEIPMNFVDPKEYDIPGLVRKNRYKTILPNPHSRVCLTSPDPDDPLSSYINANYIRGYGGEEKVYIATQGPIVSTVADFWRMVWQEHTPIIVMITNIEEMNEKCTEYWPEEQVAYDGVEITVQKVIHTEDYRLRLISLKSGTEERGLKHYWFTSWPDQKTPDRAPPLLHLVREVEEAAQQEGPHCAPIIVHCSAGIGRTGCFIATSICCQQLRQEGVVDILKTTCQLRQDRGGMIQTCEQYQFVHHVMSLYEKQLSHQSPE
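Material: STEP (striatal-enriched tyrosine phosphatase) enzyme, cell-free | Medium: 50 mM Bis-Tris pH 6.0 with 2.5 mM DTT and 0.005% Tween 20 | Read-out: Percent inhibition scaled to no-enzyme and uninhibited-enzyme controls, plate-pattern corrected | Signal: Fluorescence read at 480 nm ex / 540 nm em | Times: 20 min reaction, room temperature, in the dark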
SUMO1 PPI mod: modulators of human SUMO1-mediated protein-protein interactions. actives 0.33% (n = 360,000). SUMO1 binding to a labelled peptide, TR-FRET, 1 h. P63165. inhibition, % at 20 µM; in the data active means inhibition above about 37%
SKN-1 block: blocks SKN-1 activity in C. elegans; C. elegans VP596 Pgst-4::GFP/RFP ratio, acrylamide-induced, 24 h; inhibition, % at 21.8 µM; actives 0.49% (n = 360,000); AID 624304;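 active means interference check ratio from 0.5 to 1.5 plus GFP to RFP signal ratio inhibition reaching or exceeding a fixed threshold, cut at about 30% in these data, passing the limit was not always enough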; further: some compounds called inactive have numbers as strong as hits
LMPTP inh: LMPTP (human) inhibition. P24666. recombinant LMPTP-A, OMFP fluorogenic substrate, fluorescence intensity. inhibition, % at 20 µM. actives 0.22% (n = 360,000);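 active means compounds that cut the enzyme signal by at least half of the control window in the single-dose screen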;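 further: plate controls were DMSO wells with enzyme plus substrate for no effect and substrate without enzyme for full effect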
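Material: LMPTP-A; amount: 0.625 nM enzyme; doses: single 20 µM dose; times: reaction 50 min, room temperature, dark; technique: fluorescence intensity of OMFP turnover product; benchmarks: no-enzyme and uninhibited controls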
DNMT1 block: DNMT1 (human) enzyme inhibition; P26358; DNMT1 molecular beacon, Hinp1I cleavage, fluorescence; inhibition (reported as % activation of signal), % at 10 µM; actives 0.83% (n = 360,000); in the data active means inhibition above about 50%
NadD inh: blocks S. aureus nicotinate mononucleotide adenylyltransferase; actives 0.78% (n = 360,000); AID 602399; inhibition, % at 20 µM; purified NadD enzyme, colorimetric absorbance read-out; in the data active means inhibition above about 26%; further: some compounds past the cut are filed as inactive
NRP1-CendR mod: modulators of CendR peptide binding to human neuropilin-1. FAM-RPARPAR peptide binding to NRP-1, fluorescence polarization. inhibition, % at 25 µM. AID 602438. actives 0.85% (n = 360,000);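 active means inhibition or corrected inhibition above about 18%, plus a signal ratio from 0.5 to 1.5, limit read from the data, passing the limit was not always enough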; further: strong numbers were not always called active
Active calls of the source: *; i = inactive; . = no result given.

SMILES	Rpn11 inh	Scp-1 inhibitor	MT1-MMP act inh	STEP inh	SUMO1 PPI mod	SKN-1 block	LMPTP inh	DNMT1 block	NadD inh	NRP1-CendR mod
Cc1ccc(C)c(NC(=S)NNC(=O)c2csc(C(C)C)c2)c1	i	-5	1	-3	3	-7	-1.1	1	11	-6
COC(=O)c1cc(C(=O)NCC2CCCCC2)cc([N+](=O)[O-])c1	i	6	2	2	-34	-6	-0.7	1	-3	-2
O=C(Nc1nnc(-c2ccncc2)o1)c1ccc(Br)s1	i	-12	-6	5	5	-4	-1.4	0	8	-6
Cc1ccc(-c2nn(Cc3ccccc3)cc2/C=C/C(=O)O)cc1C	i	-12	4	0	-3	10	-0.9	0	-2	4
Cn1c(SCC(=O)Nc2cccnc2Cl)nc2ccccc21	i	8	0	-3	6	-21	-0.7	0	-4	10
O=C(/C=C1\SC(=O)NC1=O)Nc1ccc(F)cc1	i	-12	-1	2	-13	4	-8.7	1	0	4
CC1(C)CC(=O)C2=C(C1)N(Cc1ccco1)C(=O)C2(NC(=O)C1CCCCC1)C(F)(F)F (configuration not stated)	i	-6	.	1	4	-16	-0.3	9	-3	6
N#CCc1cccnc1Sc1ccc(Cl)cc1	i	-11	-1	-1	1	7	-1.4	-2	-2	-11
COC(=O)C(Cc1c[nH]c2ccccc12)NC(=O)C1CC1 (configuration not stated)	i	-6	2	0	3	-9	1.3	1	-4	8
FC(F)(F)c1cc(Cl)c2nnc(C(F)(F)Cl)n2c1	i	-11	1	-1	-4	2	-0.1	5	-8	2

Not a retest: 2 of the compounds above.
SMILES	Rpn11 inh	Scp-1 inhibitor	MT1-MMP act inh	STEP inh	SUMO1 PPI mod	SKN-1 block	LMPTP inh	DNMT1 block	NadD inh	NRP1-CendR mod
Cc1ccc(C)c(NC(=S)NNC(=O)c2csc(C(C)C)c2)c1	i	-5	1	-3	3	-7	-1.1	1	11	-6
COC(=O)c1cc(C(=O)NCC2CCCCC2)cc([N+](=O)[O-])c1	i	6	2	2	-34	-6	-0.7	1	-3	-2

The list goes on.
SMILES	Rpn11 inh	Scp-1 inhibitor	MT1-MMP act inh	STEP inh	SUMO1 PPI mod	SKN-1 block	LMPTP inh	DNMT1 block	NadD inh	NRP1-CendR mod
NC1=NC(=O)NC1(c1ccccc1)c1ccccc1	i	5	-4	-5	-3	-4	-1.7	4	-1	1
Cc1ccc(Cn2c(N3CCN(CCO)CC3)nc3c2c(=O)n(C)c(=O)n3C)cc1	i	-2	-5	1	0	-13	1.1	-2	-2	-4
Cc1ccc2[nH]c3c(=O)n(CCN4CCNCC4)cnc3c2c1	i	-4	-9	0	-2	-4	0.5	-4	-2	3
O=C(COC(=O)c1ccccn1)NC(=O)c1ccccc1	i	-3	-1	-1	-2	3	-0.9	1	2	-5
COc1ccc(C(c2nnnn2-c2c(C)cccc2C)N2CCN(C/C=C/c3ccccc3)CC2)cc1 (configuration not stated)	i	.	-1	2	9	-9	1.1	-4	0	0
CC1(CCc2ccccc2)NC(=O)N(CC(=O)Nc2c(F)cccc2F)C1=O (configuration not stated)	i	-5	-3	1	0	5	-2.3	-1	0	13
O=C(COC(=O)c1ccccc1NC(=O)c1ccco1)NCC1CCCCC1	i	0	0	0	1	-20	-0.6	-2	-7	2
COc1ccc(Cl)cc1NC(=O)/C=C/C(=O)O	i	2	.	2	5	-17	-2.1	-7	-4	6
CN(C)C(=O)CSc1nnc(-c2ccco2)n1-c1ccccc1	i	-5	5	-1	1	-10	-1.7	1	-2	-1
Cc1ccc(C(=O)Nc2nc3n(n2)C(c2ccccc2)CC(=O)N3)cc1 (configuration not stated)	i	-1	-3	-2	2	-11	-2.4	-7	0	0
O=C(NCc1cccnc1)c1cc(C2CCCN(S(=O)(=O)c3cccs3)C2)on1 (configuration not stated)	i	.	-4	-3	1	0	-0.4	7	-3	-7
Cc1cc(Cl)c(OCCOCCN2CCN(C)CC2)c(Br)c1	i	-8	2	1	4	-3	-7.8	1	3	-1
CCCCCNC(=O)c1cn(CC)c2cc(N3CCN(C)CC3)c(F)cc2c1=O	i	-6	0	1	3	3	0.1	0	-7	3
CC[C@]12c3[nH]c4ccccc4c3CCN1C(=O)C(CC(=O)NCCN1CCOCC1)C[C@@H]2C(=O)N1CCN(C(=O)c2ccco2)CC1 (some centres not stated)	i	-8	3	1	-4	7	-7.9	4	3	-9
COc1ccc(OC)c(NC(=O)C(CC(=O)O)NCc2ccco2)c1 (configuration not stated)	i	0	4	5	1	-7	-1.2	-4	-2	8
CCC(C)(C(=O)NC1CCCCC1)N(CC1CCCO1)C(=O)c1ccccn1 (configuration not stated)	i	-7	4	0	0	-30	-1.5	0	-2	-6
O=C1COc2ccc(S(=O)(=O)N3CCN(c4cccc(Cl)c4)CC3)cc2N1	i	16	0	-1	2	19	-1.3	-5	0	4
CCNc1ccc(S(=O)(=O)N(C)C)cc1NCC(=O)Nc1ccccc1Br	i	6	-2	-1	-2	1	0.9	-7	0	-18
O=c1[nH]c(/C=C/c2cccc3ccccc23)nc2ccccc12	i	-6	-1	4	2	6	2.7	40	3	-18
Cc1cc(COC(=O)C2N3C(=O)[C@@H](NC(=O)COc4ccccc4)[C@H]3SC2(C)C)on1 (some centres not stated)	i	-3	-1	-4	-1	-18	-0.6	-1	0	-3
Cc1cc(NC(=O)c2noc3c2CCCCC3)nn1Cc1ccc(Cl)cc1	i	-3	-2	4	0	4	0.9	-7	3	20
CCN1CNC(=S)N(Cc2ccccc2)C1	i	-5	0	1	1	-3	-0.2	-3	-2	4
CCOC(=O)c1sc2nc(NC(=O)C(C)(C)C)sc2c1C	i	-15	-9	-2	-10	27	2.6	1	0	-14
CN(C)c1ccc(/C=N/NC(=O)CN2CCCCC2)cc1Br	i	-2	2	-2	-2	-5	-0.1	1	1	4
CC(NC(=O)c1ccccc1)c1nc2ccccc2n1Cc1ccc(C#N)cc1 (configuration not stated)	i	-7	-2	-5	-1	-16	-0.9	-4	-6	9
Cc1ccc(C(O)c2ccncc2)cc1 (configuration not stated)	i	2	5	-6	1	-12	0.9	-5	-4	-8
CCOc1ccc(Oc2nc(NCC(C)C)nc(OC)n2)nn1	i	-6	4	-3	1	10	-0.4	2	1	-12
O=C(CCc1nnc(C2CCCCC2)o1)NCc1cccc(-n2cccn2)c1	i	-9	-1	1	0	-1	-1.4	-1	-7	-4
O=C(CS(=O)(=O)c1ccccc1)Nc1nnc(Cc2ccccc2)s1	i	-6	-3	6	5	8	1.1	0	0	-5
O=S(=O)(Nc1ccc(-c2nnc(SCc3ccc(Cl)cc3)o2)cc1)c1ccccc1	i	-11	13	-2	0	0	4.0	-6	11	16

11 consecutive records already listed, quoted:
SMILES	Rpn11 inh	Scp-1 inhibitor	MT1-MMP act inh	STEP inh	SUMO1 PPI mod	SKN-1 block	LMPTP inh	DNMT1 block	NadD inh	NRP1-CendR mod
O=C1COc2ccc(S(=O)(=O)N3CCN(c4cccc(Cl)c4)CC3)cc2N1	i	16	0	-1	2	19	-1.3	-5	0	4
CCNc1ccc(S(=O)(=O)N(C)C)cc1NCC(=O)Nc1ccccc1Br	i	6	-2	-1	-2	1	0.9	-7	0	-18
O=c1[nH]c(/C=C/c2cccc3ccccc23)nc2ccccc12	i	-6	-1	4	2	6	2.7	40	3	-18
Cc1cc(COC(=O)C2N3C(=O)[C@@H](NC(=O)COc4ccccc4)[C@H]3SC2(C)C)on1 (some centres not stated)	i	-3	-1	-4	-1	-18	-0.6	-1	0	-3
Cc1cc(NC(=O)c2noc3c2CCCCC3)nn1Cc1ccc(Cl)cc1	i	-3	-2	4	0	4	0.9	-7	3	20
CCN1CNC(=S)N(Cc2ccccc2)C1	i	-5	0	1	1	-3	-0.2	-3	-2	4
CCOC(=O)c1sc2nc(NC(=O)C(C)(C)C)sc2c1C	i	-15	-9	-2	-10	27	2.6	1	0	-14
CN(C)c1ccc(/C=N/NC(=O)CN2CCCCC2)cc1Br	i	-2	2	-2	-2	-5	-0.1	1	1	4
CC(NC(=O)c1ccccc1)c1nc2ccccc2n1Cc1ccc(C#N)cc1 (configuration not stated)	i	-7	-2	-5	-1	-16	-0.9	-4	-6	9
Cc1ccc(C(O)c2ccncc2)cc1 (configuration not stated)	i	2	5	-6	1	-12	0.9	-5	-4	-8
CCOc1ccc(Oc2nc(NCC(C)C)nc(OC)n2)nn1	i	-6	4	-3	1	10	-0.4	2	1	-12

(listing goes on)
SMILES	Rpn11 inh	Scp-1 inhibitor	MT1-MMP act inh	STEP inh	SUMO1 PPI mod	SKN-1 block	LMPTP inh	DNMT1 block	NadD inh	NRP1-CendR mod
COC(=O)c1cc(-c2ccc(F)cc2)n(-c2ccccc2)n1	i	-9	0	-3	1	-3	0.1	0	3	2
CC(C)CC(=O)NC(=S)Nc1ccc(S(=O)(=O)N2CCCC2)cc1	i	-3	1	0	-3	11	0.9	-1	-1	2
COCCNC(=S)N(CCc1c(C)[nH]c2ccc(OC)cc12)Cc1cccnc1	i	0	-3	-6	3	-6	0.0	5	0	0
CC(=O)Nc1ccc(S(=O)(=O)NC2(C(F)(F)F)C(=O)NC(C)=C2C#N)cc1 (configuration not stated)	i	1	-8	0	1	11	-0.2	12	-3	-2
COc1ccc(C(=O)CCNc2cccc(Cl)c2)cc1	i	-1	6	-2	-4	9	-0.3	2	-1	-6
CC(=O)Nc1c(C#N)c(C(C)(C)C)cn1C	i	0	2	-2	-1	14	-1.8	3	4	-9
COc1cc(C2C3C(=O)N(c4ccccc4)C(=O)C3ON2c2ccccc2)cc(OC)c1OC (configuration not stated)	i	-24	1	0	4	-5	1.3	-2	-5	7
CNC(=O)C1=C(C)Nc2nc3ccccc3n2C1c1ccc(F)cc1 (configuration not stated)	i	-10	1	-1	-3	15	-0.2	0	1	6
O=C(CNS(=O)(=O)c1ccc(Br)cc1Cl)OCC(=O)c1ccc[nH]1	i	-4	2	-3	4	-3	0.8	-7	8	-1
COCCNC(=O)Cn1nc(C(F)(F)F)cc1C	i	-5	3	3	2	6	-0.8	1	-2	8
Cc1cc(C)nc(SC2c3cccc4cccc(c34)C2NS(=O)(=O)c2ccccc2)n1 (configuration not stated)	i	-11	-1	-2	6	11	3.8	-8	7	5
CCN(c1ccccc1)S(=O)(=O)c1ccc(Cl)c(NC(=O)COC(=O)c2ccc[nH]c2=O)c1	i	-12	-3	-2	5	-7	7.6	6	4	14
CCOc1cc(S(=O)(=O)N(CC)CC)ccc1Cl	i	-3	4	-1	1	3	1.5	1	0	-7

Compound activity deposited in PubChem BioAssay by Sanford-Burnham Center for Chemical Genomics.
